Assay outcomes as filed in PubChem BioAssay.
12-LOX inh – ALOX12 (human) lipoxygenase inhibition. P18054. purified 12hLO, xylenol orange hydroperoxide absorbance. Potency, µM (top dose mostly 108 µM), for inactives: at the highest dose activity change, negative = inhibition, usual class: inhibitors. actives 1.1% (n = 580,000). AID 1671190; also: potency is read from the fitted curve at half-maximal effect; % is scaled to controls: 0 for no effect and ±100 for the full control effect
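Hydroperoxide product was detected by ferrous iron/xylenol orange as the 573 to 405 nm absorbance ratio. Arachidonic acid at 40 uM (final) was turned over for 30 min at room temperature by 150 nM human 12hLO, pH 7.0 Hepes buffer, after 15 min compound preincubation.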
ERG-DNA inh – ERG Ets/DNA interaction inhibition; fluorescence polarization, His-ERG Ets domain / labelled DNA; Potency, µM (highest dose often 76.9 µM), without a hit: at the top dose FP activity, negative = inhibition, actives largely listed as inhibitors; AID 624246; actives 0.028% (n = 370,000); P11308; active = well fitted inhibition curve with a large enough effect in the polarisation, with a control signal flat; inconclusive = small, poorly fitted or top-dose-only effect, or effect the other way, or a change in a side signal; inactive = no such curve, though single readings can be large or run the other way; the % refers to the polarisation;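 also: polarization taken with two DNA probes labelled with fluorescein and Texas red; potency is read from the fitted curve at half-maximal effect; % of control where 0% means no effect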
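His-tagged ERG Ets domain (1 uM in the protein solution; 300mM KCl, 50mM Tris-HCl, 1mM EDTA, 1mM DTT, pH 7.5) received compound, then a probe mix of 5 nM fluorescein-DNA and 100nM Texas-615-DNA. Fluorescence polarization was read for both dyes.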
BAZ2B inh – inhibitors of human BAZ2B bromodomain; Q9UIF8; AID 504333; AlphaScreen BAZ2B-H3K14Ac peptide displacement; actives 4.4% (n = 360,000); Potency, µM (highest dose often 114 µM), for inactives: at the highest dose activity change, negative = inhibition, hits mostly inhibitors; also: potency is read from the fitted curve at half-maximal effect; % is scaled to controls: 0 for no effect and ±100 for the full control effect; nearly all actives have a fitted effect of over 60% in size
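AlphaScreen displacement: compounds (up to 110uM) incubated 30 min at room temperature with a preformed 50 nM BAZ2B/50 nM biotinylated H3K14Ac peptide complex in PBS pH 7.4 with Tween-20. Donor and acceptor beads at 10 ug/mL final added, 20 min light-protected before reading.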
HP1b binding inh – blocks HP1-beta chromodomain binding to methylated histone tails. actives 0.56% (n = 390,000). AlphaScreen HP1-beta / biotin-H3K9me3 peptide binding. AID 540317. Potency, µM (titrated, usually from 114 µM), for the others: at the top dose activity change, negative = inhibition, hits mostly inhibitors. P83916; also: potency is read from the fitted curve at half-maximal effect; nearly all actives have a fitted effect of over 70% in size; inactives centre near 23
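Compound inhibition of the preformed complex between 50 nM HP1-beta and 50 nM biotinylated H3K9me3 peptide was read by AlphaScreen. Buffer was PBS pH 7.4 with 0.01% Tween-20. Incubations ran 30 min at room temperature, with 10 ug/mL donor/acceptor beads.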
RGS4 inhibitor – blocks human RGS4-accelerated GTP hydrolysis; Potency, µM (titrated, usually from 114 µM), without a hit: top-dose activity change, negative = inhibition, hits mostly inhibitors; P49798; actives 0.039% (n = 390,000); Transcreener GDP fluorescence polarization, RGS4-accelerated GTP hydrolysis; also: potency is read from the fitted curve at half-maximal effect; % is scaled to controls: 0 for no effect and ±100 for the full control effect; nearly all actives have a fitted effect of over 75% in size; some results filed as inactive show a strong effect at the top dose
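MLSMR compounds (23 nl, pin-transferred) preincubated 10 min at room temperature with a 500nM (2x) first reagent, then RGS4 at 900nM (2x) plus Transcreener GDP mix added; fluorescence polarization (620/688 nm) read before and after 90 min at 30 °C.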
JMJD2A Tudor inh – JMJD2A Tudor domain (human) inhibition. AlphaScreen JMJD2A-Tudor / H3K4me3 peptide binding. Potency, µM (doses to about 114 µM), without a hit: at the highest dose activity change, negative = inhibition, usual class: inhibitors. actives 4.4% (n = 390,000). AID 504339; also: potency is read from the fitted curve at half-maximal effect; % is scaled to controls: 0 for no effect and ±100 for the full control effect; nearly all actives have a fitted effect of over 50% in size
PI4K2A block – blocks human PI4K2A kinase activity | activity change, negative = inhibition, % at 76.9 µM | actives 0.13% (n = 420,000) | purified PI4K2A, ADP-Glo luminescence, 1 h; active compounds read low | AID 1346378; in the data active = activity change below about -50%; inconclusive = mostly about -30% to -49%;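 also: -100% = wells without enzyme as full effect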
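Compounds are screened against recombinant PI4K2A using PI as substrate and ATP, the latter dispensed at 300 microM. Reactions run one hour at ambient temperature before ADP-Glo detection; full inhibition defined by wells lacking enzyme.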
G9a block – G9a (human) methyltransferase inhibition | G9a H3K9 monomethylation, AlphaScreen, 2 h | Q96KQ7 | actives 8.8% (n = 350,000) | Potency, µM (titrated, usually from 102 µM), without a hit: top-dose activity, negative = inhibition, actives largely listed as inhibitors; also: potency is read from the fitted curve at half-maximal effect; % is scaled to controls: 0 for no effect and ±100 for the full control effect; nearly all actives have a fitted effect of over 75% in size
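Methyltransferase reactions run at room temperature for 2 h (20 nM enzyme, 500 nM biotin-H3K9 peptide, 20 uM SAM) after a 15 min compound preincubation; product detected by AlphaScreen beads and anti-H3K9me1 antibody.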
GLS inh – glutaminase GLS (human) inhibition; GLS enzymatic activity, qHTS titration; Potency, µM (top dose mostly 45.5 µM), inactives show at the top dose activity change, negative = inhibition, actives largely listed as inhibitors; actives 0.21% (n = 410,000); also: potency is read from the fitted curve at half-maximal effect; % is scaled to controls: 0 for no effect and ±100 for the full control effect
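Read-out is an Amplex red fluorescence increase coupled through glutamate oxidase and HRP, measured before and after 30 min room-temperature incubation. hKGA is in 45 mM KH2PO4 (pH 8.2) with 0.02% Tween-20; glutamine added as 1mM solution.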
An asterisk follows results filed as active; ? = inconclusive; . = no result given; & = joins results of further samples; [ ] = remark or other dose. Unless noted, calls follow the shape of the dose curve; as a rule, active = well fitted curve in the direction sought with a large enough effect; inconclusive = small, poorly fitted or top-dose-only effect, or another doubt; inactive = no such curve, though single readings can be large; an effect the other way counts as inactive or inconclusive. These rows are one share of the data. The share of hits here may be higher or lower than overall.

12-LOX inh	ERG-DNA inh	BAZ2B inh	HP1b binding inh	RGS4 inhibitor	JMJD2A Tudor inh	PI4K2A block	G9a block	GLS inh	compound
11.5%	-5.2%	-11.8%	6.4%	-12.1%	-27.1%	-1.5	-12.8%[59 µM]	8.9%	CC(C)(C)[C@@H]1C=C(C(=O)N2CCN(Cc3ccccc3)CC2)O[C@H](OCc2ccc(CO)cc2)C1
0.0%	-0.2%	7.7%	30.8%	46.4%	-7.4%	4.2	-6.1%[12.7 µM]	-0.7%	O=S(=O)(NCc1ccccn1)c1ccc2c(c1)OCCO2
0.0%	1.6%	-34.2%	11.0%	27.1%	-31.4%	2.9	9.2%[12.7 µM]	-11.6%	CCC(C)(C)n1nnnc1C(c1cccnc1)N1CCN(c2cccc(C(F)(F)F)c2)CC1 (stereo not drawn)
7.0%	0.3%	-16.6%	31.6%	1.4%	-9.8%	-1.4	39.1%	-4.8%	CC1CC(C)CN(C(=O)CN(C)S(=O)(=O)c2ccc3c(c2)c(=O)n(C)c(=O)n3C)C1 (stereo not drawn)
-17.5%	-2.3%	-4.9%	21.6%	13.3%	8.3%	4.4	13.1%[59 µM]	-13.5%	COc1ccc2ccccc2c1/C=N/O
-0.4%	-4.4%	-1.7%	20.3%	16.3%	-11.5%	-9.2	-3.0%[59 µM]	-15.9%	CCn1c2ccccc2c2nnc(N3CCN(c4ccc(F)cc4)CC3)nc21
?	-6.0%	?	24.2%	15.7%	-20.1%	-11.9	6.0%	6.9%	Cc1ccc(C(C)(C)C)cc1S(=O)(=O)Nc1nc2ccccc2nc1Cl
54.2%[activator]	3.1%	.	36.2%[activator]	-2.3%	-2.0%	-2.7	.	12.5%	Cc1cccc[n+]1CC(=O)c1ccc(Cl)cc1
?	-3.7%	-30.6%	25.7%	20.9%	-13.3%	6.5	?	6.6%	Clc1ccc(Nc2nc(-c3cccnc3)cs2)cc1
125.4%[activator]	-0.1%	-5.2%	20.6%	-46.9%	-14.0%	-1.5	2.1%[59 µM]	4.4%	Cc1cccc(C)c1NC(=O)CN1CCNCC1
?	-2.2%	-10.5%	?	?	?	-8.2	5.01µM*	2.9%	Cc1ccccc1NC(=O)CN1C(=O)C2C3CC(C(Br)C3Br)C2C1=O (stereo not drawn)
5.5%	0.1%	-4.2%	32.4%	-31.1%	-0.7%	3.0	10.3%	1.2%	CCOC(=O)Nc1ccc([N+](=O)[O-])cc1C
-23.1%&-23.4%	-9.5%	-23.1%	42.7%[activator]	-5.7%	-2.4%	0.5	-5.2%	-10.6%	O=C(COc1ccccc1Cl)Nc1ccc2oc(=O)ccc2c1
1.4%	54.3%[activator]	3.8%	-35.3%	-22.0%	-5.8%	1.4	.	-8.4%	N#Cc1c(N)n(-c2ccccc2)c(=O)c2cc([N+](=O)[O-])ccc12
-1.6%	5.2%	9.7%	49.9%[activator]	-22.6%	-7.5%	2.2	.	-21.1%	CC(C)Sc1nc2ccccc2n2cnnc12
?	-0.2%	6.7%	30.7%	-0.2%	-10.9%	1.2	-26.7%[59 µM]	-10.0%	CCOc1ccc(-c2nonc2NC(=O)COc2ccccc2)cc1
0.0%	7.7%	-0.5%	17.5%	-12.4%	-9.7%	2.4	84.7%[activator]	0.0%	CC1CN(C(=S)Nc2ccccc2C(F)(F)F)CC(C)O1 (stereo not drawn)
-11.2%	-1.6%	-1.1%	4.2%	4.9%	-5.6%	0.6	-6.5%	2.0%	COc1ccc(C)cc1S(=O)(=O)N(C)CC(=O)NCc1ccccn1
0.0%	-14.8%	8.5%	35.9%	-11.9%	-4.0%	-3.5	-7.1%[0.501 µM]	-4.2%	COc1ccc(Cc2nnc(NC(=O)c3ccc(OC)cc3OC)s2)cc1
-22.2%	5.3%	9.9%	19.0%	-2.1%	-9.1%	-11.5	-8.9%	3.2%	CCC(C(=O)NC1CCCCC1)N(CC1CCCO1)C(=O)CNS(=O)(=O)c1ccc(OC)cc1 (stereo not drawn)
-24.5%	.	16.8%	40.1%[activator]	-16.6%	-11.5%	-4.7	-29.5%[59 µM]	0.0%	O=C(c1ccco1)N1CCN(CCCCN2C(=O)c3ccccc3C2=O)CC1
-8.5%	-1.4%	-18.1%	4.7%	12.7%	-15.2%	-2.6	6.4%	8.3%	COc1cc(NC(=O)c2ccc(Cl)cc2Cl)ccc1NC(=O)c1cccs1
-5.6%	-6.7%	-25.7%	-20.4%	-47.9%	-21.0%	1.0	12.3%	9.1%	COc1cc(/C=C/C(=O)OCC(=O)NCc2ccco2)ccc1OCC#N
?	-1.4%	-13.8%	16.2%	-10.7%	-34.9%	2.6	?	7.6%	COc1ccc(NC(=O)c2c(NC(=O)c3ccncc3)sc3c2CCC(C(C)(C)C)C3)cc1 (stereo not drawn)
0.0%	12.9%	.	19.4%	21.1%	-10.3%	-2.8	.	11.2%	Cc1ccc(NC(=O)c2ncn(CCCNCC3CCCO3)n2)cc1C (stereo not drawn)
20.9%	-6.4%	6.6%[0.457 µM]	32.6%	-27.3%	-0.7%	-0.1	14.2%[59 µM]	-3.8%	CC(=O)Oc1ccc2c(=O)oc(-c3ccccc3)nc2c1
-30.1%	6.7%	28.2µM*	?	16.5%	1µM*	0.8	7.8%[2.33 µM]	-7.0%	COc1ccc(CN(C)CCc2ccccn2)c(OC)c1OC
?	5.5%	?	18.5%	7.4%	-26.3%	1.0	79.4µM*	0.4%	Cc1cc(C)c(C)c(OCC(O)CN2CCN(c3ccccn3)CC2)c1 (stereo not drawn)
0.0%	-0.3%	3.0%	20.1%	39.8%	-3.0%	5.9	.	0.1%	COC(=O)COc1ccc(C2NC(=O)NC(c3ccccc3)=C2C(C)=O)cc1OC (stereo not drawn)
9.3%	-2.9%	5.1%	12.3%	-8.1%	-12.1%	3.8	7.2%[59 µM]	3.8%	O=C(NC(=S)Nn1cnc2c(cnn2-c2ccccc2)c1=O)c1ccc(Oc2ccccc2)cc1
4.3%	.	-3.4%	25.1%	-29.3%	-22.1%	-0.9	-1.0%[59 µM]	2.2%	Cc1ccc(-c2nnn(CCC(=O)Nc3ccc4c(c3)OCO4)n2)cc1
-24.9%	-7.4%	-24.2%	19.0%	-8.9%	-9.7%	-10.8	-0.1%	-6.5%	COc1ccc(N(CC(=O)Nc2cccnc2)S(=O)(=O)c2ccccc2)cc1OC
15.3%	-3.5%	8.7%	11.1%	19.8%	-4.5%	-4.9	-0.1%[59 µM]	2.9%	COc1ccccc1-c1ccc(=O)n(CC(=O)NC(C)(C)C)n1
20.0%	.	-3.3%	26.5%	-18.1%	-9.3%	0.6	10.8%[59 µM]	-1.9%	CCN(CC)C(=O)Cn1cnc2sc(C(=O)Nc3cc(OC)c(OC)c(OC)c3)c(C)c2c1=O
-2.9%	?	-2.3%	24.5%	-18.3%	-15.8%	-1.2	?	-0.9%	COc1ccc(S(=O)(=O)N2CCc3ccccc32)cc1C(=O)N(CC(C)C)C1CCS(=O)(=O)C1 (stereo not drawn)
0.0%	-5.5%	50.1µM*	-27.6%	1.4%	?	0.2	-45.8%	-2.0%	CCC(C)Nc1nc(N)c([N+](=O)[O-])c(N2CCCCCC2)n1 (stereo not drawn)

Ordered by heavy-atom count (descending): part of the list above
12-LOX inh	ERG-DNA inh	BAZ2B inh	HP1b binding inh	RGS4 inhibitor	JMJD2A Tudor inh	PI4K2A block	G9a block	GLS inh	compound
20.0%	.	-3.3%	26.5%	-18.1%	-9.3%	0.6	10.8%[59 µM]	-1.9%	CCN(CC)C(=O)Cn1cnc2sc(C(=O)Nc3cc(OC)c(OC)c(OC)c3)c(C)c2c1=O
?	-1.4%	-13.8%	16.2%	-10.7%	-34.9%	2.6	?	7.6%	COc1ccc(NC(=O)c2c(NC(=O)c3ccncc3)sc3c2CCC(C(C)(C)C)C3)cc1 (stereo not drawn)
-5.6%	-6.7%	-25.7%	-20.4%	-47.9%	-21.0%	1.0	12.3%	9.1%	COc1cc(/C=C/C(=O)OCC(=O)NCc2ccco2)ccc1OCC#N

Carrying on:
12-LOX inh	ERG-DNA inh	BAZ2B inh	HP1b binding inh	RGS4 inhibitor	JMJD2A Tudor inh	PI4K2A block	G9a block	GLS inh	compound
-0.1%	3.9%	9.5%	6.1%	6.2%	-14.1%	-0.7	?	2.8%	COc1ccc(OC)c(S(=O)(=O)NCC(c2ccc(F)cc2)N2CCN(C)CC2)c1 (stereo not drawn)
-5.0%	-1.1%	11.2%	50.0%[activator]	-19.9%	-7.1%	-4.1	?	-0.1%	CC(C)Cc1nc(C(N)=O)c2[nH]c(=O)n(-c3ccc(F)cc3)c2n1
-64.4%	4.3%	-18.2%	22.5%	3.0%	-8.3%[11.4 µM]	-6.8	-5.2%	1.0%	Cc1nn(-c2cccc(C(=O)O)c2)c(C)c1[N+](=O)[O-]
2.1%	10.5%	11.4%	14.2%	-18.8%	-6.9%	-3.5	-26.7%	-1.9%	CCc1nnc(NC(=O)c2cc3ccccc3oc2=O)s1
